Compound activity: PubChem BioAssay, National Center for Advancing Translational Sciences (NCATS)
EPAC1 antag: EPAC1 (human) antagonism | EPAC1 GEF assay, Rap1b-BODIPY-GDP exchange fluorescence | AID 720709 | O95398 | hit rate 0.14% among 360,000 | Potency, µM (highest dose often 115 µM), without a hit: at the top dose activity change, negative = inhibition, hits mostly inhibitors;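 also: potency is read from the fitted curve at half-maximal effect; plate controls were vehicle for no effect and positive control for full effect; nearly all actives have a fitted effect of over 50% in size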
GLP1R cytotox: cytotoxic in the GLP-1 receptor inverse agonist counter-screen; Potency, µM (titrated, usually from 38.3 µM), for the others: at the highest dose activity change, negative = inhibition, actives largely listed as inhibitors; hit rate 0.13% among 410,000; HEK293 cAMP-luciferase reporter cells, luminescence, 24 h;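 also: loss of luciferase light is scored as toxicity; potency is read from the fitted curve at half-maximal effect; % is scaled to controls: 0 for no effect and ±100 for the full control effect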
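Quantitative HTS format, 1536 wells, 200 cells/uL seeded. Compounds: 23 nL, 24 h, 37 °C. Detection: luciferase reagent, luminescence at 12 min RT; decreased signal taken as cytotoxic.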
PLK1 PBD inh: blocks phosphopeptide binding to human PLK1 polo-box domain; P53350; Potency, µM, inactives show max response, negative = inhibition, most hits filed as inhibitors; Plk1 PBD binding of FITC phosphopeptide, fluorescence polarization; hit rate 2.8% among 360,000; also: potency is read from the fitted curve at half-maximal effect; series mostly up to about 57 µM; % is scaled to controls: 0 for no effect and ±100 for the full control effect; nearly all actives have a fitted effect of over 65% in size
PTHR1 agonist: activates the human parathyroid hormone receptor PTHR1; HEK293 GP2 PTHR1 cells, GloSensor cAMP luminescence, 1 h; Potency, µM (highest dose often 115 µM), for inactives: at the highest dose activation, hits mostly activators; hit rate 0.075% among 410,000; AID 743266; also: potency is read from the fitted curve at half-maximal effect; nearly all actives have a fitted effect of over 55% in size; some results filed as inactive show a strong effect at the top dose; inactives centre near -15; many of its hits are not listed in these tables
Target sequence (Q03431 whole entry, looked up): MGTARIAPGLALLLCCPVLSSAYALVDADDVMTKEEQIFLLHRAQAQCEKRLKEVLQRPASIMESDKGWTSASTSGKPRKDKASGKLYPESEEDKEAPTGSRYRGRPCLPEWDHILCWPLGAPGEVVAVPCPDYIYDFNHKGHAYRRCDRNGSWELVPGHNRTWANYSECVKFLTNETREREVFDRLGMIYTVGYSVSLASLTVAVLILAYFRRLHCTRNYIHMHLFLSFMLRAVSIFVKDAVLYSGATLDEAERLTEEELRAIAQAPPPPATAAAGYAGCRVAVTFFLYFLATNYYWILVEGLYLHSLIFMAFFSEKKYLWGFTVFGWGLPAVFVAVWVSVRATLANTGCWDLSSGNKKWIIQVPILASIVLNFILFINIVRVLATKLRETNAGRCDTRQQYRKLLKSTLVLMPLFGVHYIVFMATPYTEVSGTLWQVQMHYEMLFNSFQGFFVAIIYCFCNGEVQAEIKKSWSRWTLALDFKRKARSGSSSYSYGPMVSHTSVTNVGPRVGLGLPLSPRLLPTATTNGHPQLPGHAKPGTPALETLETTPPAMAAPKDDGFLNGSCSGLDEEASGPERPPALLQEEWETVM
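HEK-293-derived GP2 cells expressing PTHR1 and a GloSensor cAMP reporter, 3,000/well, plated overnight, given luciferin plus IBMX (each 0.5 mM as added) for 1 h at 37 °C, then compound for 1 h at 37 °C. Luminescence was read after 15 min at room temperature.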
IL2 activator: IL-2 activation | IL-2 activation reporter assay, cell-based qHTS; stimulated with anti-CD3/CD4/CD28 beads; in transgenic mouse T cells | activation, % (series mostly up to about 46 µM) | hit rate 0.065% among 360,000 | AID 652025; in the data active = activation above about 50%; inconclusive = mostly about 30% to 49%; also: 0% is about no effect
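Using fluorescent plate cytometry, EGFP and DsRed are detected in transgenic mouse T cells stimulated 18 h at 37 degrees C with antibody-coated beads after 60 min compound pretreatment.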
PI5P4Ka inh: PI5P4K alpha (human) kinase inhibition | P48426 | PI5P4Kalpha enzyme, ADP-Glo luminescence, 60 min; active compounds read low | max response, % | hit rate 1.2% among 330,000 | AID 652105; active = max response of -50% or lower; inconclusive = between -30% and -50%; inactive = -30% or higher; also: value at the top dose of about 77 µM; % is scaled to controls: 0 for no effect and ±100 for the full control effect
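Single end-point luminescence (ADP-Glo) quantified ADP from PI5P4Kalpha turnover; ATP 5 microM final, 1 h at RT, 0.1% CHAPS and 0.28 mM EGTA in HEPES pH 7.4.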
EPAC1 agonist: agonists of human EPAC1. Potency, µM (top dose mostly 154 µM), for inactives: at the highest dose activation, usual class: activators. hit rate 0.073% among 360,000. AID 720707. EPAC1 agonist qHTS, biochemical assay; response scale: 100% = response to 6.5 mM cAMP; also: potency is read from the fitted curve at half-maximal effect; nearly all actives have a fitted effect of over 60% in size
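Fluorescent GDP-exchange assay: 100 nM EPAC1 with 250 nM Rap1B preloaded with BODIPY-GDP and 50 uM GDP; compounds tested as concentration series, 5 min at room temperature, then read every 5 min for 30 min (ex 480/em 540 nm); normalized to 6.5 mM cAMP.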
GLP1R inv ag: GLP-1 receptor (human) inverse agonism | P43220 | HEK293 GLP-1R CRE-luciferase, luminescence, 24 h; GLP-1R form is constitutively active | Potency, µM (top dose mostly 38.3 µM), without a hit: at the top dose activity change, negative = inhibition, most hits filed as inhibitors | hit rate 1.6% among 410,000; also: potency is read from the fitted curve at half-maximal effect; % is scaled to controls: 0 for no effect and ±100 for the full control effect; nearly all actives have a fitted effect of over 55% in size
Target sequence (P43220 whole entry, looked up): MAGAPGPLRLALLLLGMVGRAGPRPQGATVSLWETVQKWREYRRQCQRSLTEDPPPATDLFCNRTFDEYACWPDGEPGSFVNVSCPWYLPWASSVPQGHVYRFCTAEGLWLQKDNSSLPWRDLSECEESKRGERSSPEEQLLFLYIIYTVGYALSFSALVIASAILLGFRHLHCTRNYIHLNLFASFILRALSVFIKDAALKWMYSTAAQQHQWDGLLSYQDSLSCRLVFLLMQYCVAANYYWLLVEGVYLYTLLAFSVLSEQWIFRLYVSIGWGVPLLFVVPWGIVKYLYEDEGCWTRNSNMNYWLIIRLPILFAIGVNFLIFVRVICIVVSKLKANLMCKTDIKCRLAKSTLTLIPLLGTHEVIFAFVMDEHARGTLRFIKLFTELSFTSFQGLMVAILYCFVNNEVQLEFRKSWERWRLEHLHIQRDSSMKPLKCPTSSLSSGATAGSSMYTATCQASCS
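Inverse agonists were sought by their lowering of basal cAMP reporter luciferase output in HEK293 cells stably carrying constitutively active human GLP-1R, after 24 h compound treatment.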
GLP-1R agonist: agonists of human GLP-1 receptor; P43220; HEK293 GLP-1R CRE-luciferase, luminescence, 4-6 h; cells express a hypersensitive GLP-1R form; Potency, µM (series often up to 45.6 µM), for the others: at the top dose activation, actives largely listed as activators; hit rate 0.007% among 380,000; also: potency is read from the fitted curve at half-maximal effect; % of control where 0% means no effect
Numbers without * were called inactive; i = inactive; ? = inconclusive; · = no result given; & = joins results of further samples; [ ] = another dose, or the depositor's remark. Unless noted, calls follow the shape of the dose curve; as a rule, active = well fitted curve in the direction sought with a large enough effect; inconclusive = small, poorly fitted or top-dose-only effect, or another doubt; inactive = no such curve, though single readings can be large; an effect the other way counts as inactive or inconclusive.

smiles,EPAC1 antag,GLP1R cytotox,PLK1 PBD inh,PTHR1 agonist,IL2 activator,PI5P4Ka inh,EPAC1 agonist,GLP1R inv ag,GLP-1R agonist
Cc1ccc(S(=O)(=O)N(CC(=O)N/N=C/c2ccc(F)cc2)c2cccc3cccnc23)cc1,23%,-4%,-14%,i,-1.3,·,-4%,0%,6%
Cc1cn(C2OC(CC(=O)Oc3ccccc3)C(O)C2O)c(=O)[nH]c1=O (stereo not given),4%,-25%,0%,-13%,0.0,5,1%,5%,-4%
COc1ccccc1C(=O)NNC(=O)c1ccccc1,-23%,2%,-10%,-15%,0.7,-2,15%,?,-3%
COC(=O)c1ccc(C2CC(=O)Nc3cc(OC)c(OC)cc32)cc1 (stereo not given),2%,3%,1%,-25%[57.5 µM],1.6,·,6%,64%[activator],12%
COc1ccccc1CN(Cc1cc2cc(C)ccc2[nH]c1=O)Cc1nnnn1Cc1ccco1,-7%,?,-15%,-19%,0.3,-5,2%,?,4%
Cc1ccc2cccc(S(=O)(=O)Nc3ccc4c(c3)OCO4)c2n1,4%,-9%,0%,-32%[inhibitor][57.5 µM],0.6,·,6%,-23%,-8%
N#C/C(=C\c1ccc(Cl)cc1)c1nc2ncccc2[nH]1,-15%,152%[activator],-10%,-10%,0.1,-17,-3%,0%,13%
CC(C)(CN1CCN(Cc2ccccc2)CC1)NS(=O)(=O)c1ccc(Cl)cc1,4%,6%,3%,-38%,0.5,-2,-8%,?,-6%
CCOC(CNC(=O)c1nnc(Cc2cc(OC)c(OC)c(OC)c2)o1)OCC,6%,6%,-4%,i,-0.2,4,4%,0%,11%
Cc1nc2ccccn2c1C(=O)NCC(C)C,-22%,-5%,-5%,i,0.0,2,6%,15%,6%
CCCCCCN(C(=O)CCCN1C(=O)NC(c2ccc([N+](=O)[O-])cc2)C(C(=O)OCc2ccccc2)=C1C)C(C)C(=O)NCCCC (stereo not given),-15%,-7%,-3%,-4%,-0.4,-3,-13%,?,7%
Cc1sc(-c2ccccn2)nc1OC(=O)c1ccc(Cl)c(Cl)c1,-12%,1%,-5%,i,-2.6,·,11%,-9%,-11%
O=C(CC(Cc1ccccc1)c1ccco1)NCc1ccco1 (stereo not given),-2%,10%,-15%,i,0.6,-14,9%,?,-19%
C=CCn1c(CCSCc2ccc(OC)c(C)c2)n[nH]c1=S,-15%,-45%,1%,i,-3.5,2,-12%,-11%,4%
COc1ccc(C(=O)NCC(c2ccco2)N2CCc3ccccc3C2)c(OC)c1 (stereo not given),-2%,-5%,4%,i,-2.7,0,2%,?,3%
CC1CCN(CCCCOc2ccccc2[N+](=O)[O-])CC1,11%,8.9µM*,-1%,24%,-2.4,·,-1%,-1%,0%
CCN(CC)P(=O)(c1ccccc1)c1c(C)nc2ccccn12 (stereo not given),-10%,-2%,-11%,i,-0.5,1,1%,-35%,13%
CN(C)C(CNC(=O)c1cccc(S(=O)(=O)NCc2ccccc2)c1)c1ccccc1 (stereo not given),-16%,-11%,-3%,i,-3.0,-1,6%,?,9%
CCOC(=O)c1ccc(NC(=O)CSc2nnc(Cn3c(=O)sc4ccccc43)n2C)cc1,-29%,-1%,-7%,-5%,-2.9,0,6%,-22%,-3%
COc1ccc2cc(C)c(SCC(=O)Nc3cc(C)on3)nc2c1,8%,-9%,0%,i,1.6,·,-2%,0%,-2%
Cc1ccc(OCC(=O)Nc2ccc(F)cc2)cc1C,5%,6%,-11%,-64%[inhibitor],-0.6,·,15%,-8%,-3%
CN(C(=O)c1ccccc1C(=O)OCC(=O)Nc1ccccc1)c1ccccc1,-15%,-7%,-7%,-18%,1.1,-2,2%,-21%,1%
CC(=O)Nc1ccc(N2CCN(C(=O)c3cccs3)CC2)cc1,18%,-16%,3%,i,-3.5,-1,-2%,20%,1%
O=C1CCC(N2C(=O)c3ccccc3C2=O)C(=O)N1 (stereo not given),-2%,-8%,-9%,-23%,0.3,2,2%,1%,5%&4%
Oc1ccc(C[C@@H]2CNCCN2CC2CCCCC2)cc1,-13%,4%,-15%,15%,0.1,-2,-20%,-26%,-2%
O=C(CN1CCN(Cc2ccc(F)cc2)C1=O)NCc1ccccc1,·,-7%,·,-30%[inhibitor],·,·,·,2%,-1%
Cc1ccc(C(=O)NNC(=O)c2ccc3ncccc3c2)cc1,-13%,6%,0%,i,-1.8,-3,-6%,1%,0%
O=C(C[n+]1cc(Br)cc(Br)c1)c1ccc(Cl)cc1,4%,-9%,-12%,i,0.7,-8,9%,-14%,2%
CC(=O)c1csc(COc2cc(Cl)cc(Cl)c2)n1,-15%,2%,-6%,-23%,-0.3,8,-15%,?,3%
CCOC(=O)CSc1nc(N)c(C(=O)Nc2ccc(N(C)C)cc2)s1,3%,2%,-6%,-3%,-2.7,·,2%,8%,0%
O=c1c2cc(NC(=S)NCc3ccccn3)ccc2nc2n1CCCCC2,-12%,5%,-16%,?,-0.6,9,0%,3%,3%
C=CCC[C@H](Cc1ccc(F)cc1)C(=O)O[C@H](CNC(=O)[C@@H](CC=C)CC(=O)N(CCO)Cc1ccccc1)c1ccccc1,-18%,?,0%,-53%[inhibitor],-0.6,6,-21%,?,-2%
O=CN1CCCN(Cc2nc(-c3cccc(Cl)c3)no2)CC1,14%,7%,-1%,-40%[inhibitor],0.2,-1,-11%,12%,9%
O=C(NCc1cccnc1)C1c2ccccc2C(=O)N1Cc1ccccc1 (stereo not given),-7%,-10%,?,i,0.0,7,-15%,-1%,-1%
CC(C)(C)NC(=O)Cn1nc(C(F)(F)F)c2c1CCCC2,11%,6%,-2%,i,-0.2,-2,-3%,-27%,9%
CCOc1ccc(S(=O)(=O)NCc2ccccc2)cc1C(N)=O,?,-14%,-13%,-6%,-0.8,-16,4%,-18%,18%
O=C(Nc1ccccc1)N1CCC(c2nc(-c3ccc(S(=O)(=O)N4CCOCC4)cc3)no2)CC1,6%,-23%,6%&4%,-15%[57.5 µM],0.6,·,11%,-11%,4%
CCN(C(=O)COC(=O)c1ccc(Cl)c(N)c1)C1CCS(=O)(=O)C1 (stereo not given),-17%,-17%,-2%,-19%,-0.3,2,-10%,9%,7%
Cc1ccc(N2C(=O)C(NC(=O)c3ccccc3F)(C(F)(F)F)C3=C2CC(C)(C)CC3=O)cc1 (stereo not given),-6%,-2%[1.53 µM],-3%,i,0.4,7,-7%,3%,7%
Cc1ccc(OC(C)C(=O)N(Cc2cccs2)C2CCS(=O)(=O)C2)cc1C (stereo not given),-18%,3%,-14%,-42%[inhibitor],-0.5,3,-5%,-37%,6%
Cc1ccc(-n2c(CNc3ccc(F)cc3)nnc2SCC(N)=O)cc1,9%,-9%,-8%,-36%[inhibitor],1.0,0,-4%,2%,0%
O=C(CSc1nc2ccccc2c(=O)n1-c1ccc(F)cc1)NCc1ccco1,9%,-10%,-12%,i,-3.8,·,-3%,-2%,0%
Cc1noc(NS(=O)(=O)c2ccc(NC(=O)CSc3nnc(-c4ccccc4)n3C3CCCCC3)cc2)c1C,-2%,-22%,-8%,15%,3.1,·,0%,-1%,15%
O=C(c1ccncc1)N1CCN(S(=O)(=O)c2cc(C(F)(F)F)cc(C(F)(F)F)c2)CC1,-13%,-21%,-3%,-35%[inhibitor],-1.5,17,-34%[inhibitor],-29%,-3%
CCOC(=O)N1CCN(CC(O)COc2ccccc2C(C)C)CC1 (stereo not given),-2%,-1%,-1%,-13%,-0.9,2,1%,-21%,-4%
CCN(CC)C(=O)C1=C(C)N(Cc2ccccc2)C(=O)C(CC(=O)NC2CCCCC2)C1 (stereo not given),6%,2%,-2%,-17%,0.2,-1,5%,5%,-4%
C[C@@]12C(=O)N(Cc3ccc(Cl)cc3)CC(=O)N1[C@H]1c3ccccc3OC[C@@H]1[C@@H]2c1ccccc1,-13%,5%,4%,i,5.1,5,6%,?,-6%
N=c1ccn(Cc2ccc([N+](=O)[O-])cc2)cc1,17%,9%,-12%,?,-0.1,0,16%,5%,-1%
Cc1ccc(C(=O)NCC(=O)NCCSc2ccc(Br)cc2)cc1,?,-2%,-19%,i,3.3,3,-32%[inhibitor],?,1%
CCc1nc2ccc(C(=O)N(CC)CCN(C)C)cn2c1N(CC)C(=O)NCCc1ccccc1,-4%,2%,-16%,10%,-0.2,2,3%,4%,0%

Next section
smiles,EPAC1 antag,GLP1R cytotox,PLK1 PBD inh,PTHR1 agonist,IL2 activator,PI5P4Ka inh,EPAC1 agonist,GLP1R inv ag,GLP-1R agonist
CC1(C(=O)NCc2ccccc2)Cc2c(-c3cccc(C(F)(F)F)c3)ccnc2O1 (stereo not given),-20%,-28%,3%,-15%,-0.7,25,-14%,?,-1%
O=C(NCc1ccc(Cl)cc1Cl)c1ccccn1,0%,-2%,0%,-25%,-1.6,·,0%,?,3%
CC(=O)NC1=NN(C(C)=O)C(C)(c2ccco2)S1 (stereo not given),20%,-7%,3%,i,0.0,2,5%,-18%,2%
COc1ccccc1NC(=O)C1C2C=CC(C2)C1C(=O)NCc1cccnc1 (stereo not given),-6%,4%,-7%,-6%,1.7,6,5%,11%,-1%
CCCn1c(Cc2ccccc2)n[nH]c1=S,-15%,-5%,-4%,-25%[57.5 µM],-0.3,-9,3%,8%,0%
CC(=O)c1ccc(NC(=O)C[n+]2cccc(C)c2)cc1,-7%,6%,2%,i,2.8,2,7%,24%,-1%

Some of the compounds tested, so the mix of outcomes need not match the whole.
